Source: PubChem (several laboratories)
Rv3671c inh: Rv3671c serine protease inhibitors, primary screen, biochemical, fluorescence polarization, M. tuberculosis H37Rv. P9WHR9. inhibition, % at 5.96 µM. actives 0.048% (n = 320,000). AID 2606, 2010; in the data active = inhibition above about 38%;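 also: extracellular domain of Rv3671c used as enzyme; 0% = enzyme with DMSO and 100% = no enzyme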
Target sequence (P9WHR9 whole entry, looked up, the tested form may be a part): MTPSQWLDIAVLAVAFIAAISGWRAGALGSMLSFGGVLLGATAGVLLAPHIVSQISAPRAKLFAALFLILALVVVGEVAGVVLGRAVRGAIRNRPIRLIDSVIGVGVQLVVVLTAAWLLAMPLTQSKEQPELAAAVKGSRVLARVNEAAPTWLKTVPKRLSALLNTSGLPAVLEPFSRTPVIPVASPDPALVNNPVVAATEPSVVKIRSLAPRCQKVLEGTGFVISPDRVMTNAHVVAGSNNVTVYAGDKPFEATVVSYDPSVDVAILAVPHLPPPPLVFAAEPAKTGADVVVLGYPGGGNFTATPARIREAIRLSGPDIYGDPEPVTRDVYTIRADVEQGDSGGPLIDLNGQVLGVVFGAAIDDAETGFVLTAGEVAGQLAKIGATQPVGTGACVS
CCHF vOTU inh: CCHFV vOTU protease inhibitors, primary screen, biochemical, Pep-AMC substrate, fluorescence | actives 0.55% (n = 370,000) | inhibition, % at 11.5 µM; also: 0% = vehicle wells with enzyme and 100% = no enzyme wells
DUSP3 inh: VHR1 phosphatase inhibitors, primary screen, biochemical, absorbance, uHTS. Dual specificity protein phosphatase 3 (Homo sapiens), P51452. AID 1654, 2009. recombinant VHR phosphatase, pNPP absorbance. inhibition, % at 13.3 µM. actives 0.52% (n = 290,000); in the data active = inhibition above about 50%; also: some compounds called inactive have numbers as strong as hits
Target sequence (P51452 whole entry, looked up): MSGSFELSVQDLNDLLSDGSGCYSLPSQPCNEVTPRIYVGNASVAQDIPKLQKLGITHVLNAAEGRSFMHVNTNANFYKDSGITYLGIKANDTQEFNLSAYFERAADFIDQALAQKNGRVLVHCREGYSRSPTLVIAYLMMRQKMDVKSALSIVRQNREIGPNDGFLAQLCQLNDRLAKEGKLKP
BioA inh: M. tuberculosis BioA enzyme inhibitors, primary screen, biochemical, plate reader, single point, HTS; 7,8-diaminopelargonic acid synthase BioA (Mycobacterium tuberculosis); purified M. tuberculosis BioA enzyme; inhibition, % at 9.99 µM; actives 0.096% (n = 360,000); in the data active = inhibition above about 40%; inconclusive = no clear call, values can overlap the other calls
GDH-TPI inh: GDH-TPI coupling enzyme inhibitors, primary screen, artefact control for M. tuberculosis FBA inhibitor project, biochemical, absorbance, full deck | inhibition, % at 4.8 µM | actives 1.2% (n = 360,000) | GDH-TPI coupled enzyme counterscreen, NADH absorbance;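 also: 0% = DMSO wells and 100% = wells lacking the enzyme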
MazEF act: activators of E. coli MazEF toxin-antitoxin RNase, primary screen, biochemical, fluorescence, uHTS; Endoribonuclease toxin MazF (Escherichia coli (strain K12)), P0AE70; FAM/BHQ RNA-DNA oligo cleavage fluorescence, 5 h; activation, % at 20 µM; actives 0.32% (n = 350,000); AID 504720, 2011; in the data active = activation above about 50%
BoNT F protease: BoNT/F light chain protease inhibitors, primary screen, biochemical, flow cytometry, MLPCN library | Multiplex microsphere protease cleavage assay | inhibition, % at 10 µM | actives 0.22% (n = 360,000) | Botulinum neurotoxin type F light chain protease (Clostridium botulinum); in the data active = inhibition above about 35%, passing the limit was not always enough; inconclusive = no clear call, values can overlap the other calls; also: plate controls were buffer without enzyme for full effect and enzyme alone for no effect
Mtb UGM inh: M. tuberculosis UGM enzyme inhibitors, primary screen, biochemical, fluorescence polarization, single point; AID 504406, 2011; purified UGM, fluorescence polarization probe displacement; UDP-galactopyranose mutase (Mycobacterium tuberculosis (strain ATCC 25618 / H37Rv)), …; actives 0.06% (n = 320,000); inhibition, % at 10 µM; in the data active = inhibition above about 10%, passing the limit was not always enough; inconclusive = no clear call, values can overlap the other calls
Target sequence (P9WIQ1 whole entry, looked up): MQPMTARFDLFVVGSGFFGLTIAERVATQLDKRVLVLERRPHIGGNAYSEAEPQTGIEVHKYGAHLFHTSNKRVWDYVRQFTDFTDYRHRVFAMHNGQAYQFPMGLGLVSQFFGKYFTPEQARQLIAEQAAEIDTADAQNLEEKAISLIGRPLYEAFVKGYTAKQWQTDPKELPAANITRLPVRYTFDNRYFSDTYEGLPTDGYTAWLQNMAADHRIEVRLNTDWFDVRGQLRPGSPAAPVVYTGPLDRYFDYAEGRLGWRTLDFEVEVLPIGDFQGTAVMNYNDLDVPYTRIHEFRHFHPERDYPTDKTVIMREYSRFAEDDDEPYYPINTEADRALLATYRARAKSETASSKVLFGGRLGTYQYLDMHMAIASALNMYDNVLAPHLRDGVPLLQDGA
FadD28 FP inh: inhibitors of FadD28 bisubstrate probe binding, primary screen, biochemical, fluorescence polarization, single point | inhibition, % at 12.5 µM | actives 0.22% (n = 360,000); in the data active = inhibition above about 8.5%, passing the limit was not always enough; inconclusive = no clear call, values can overlap the other calls
FBA Mtb inh: Mtb FBA enzyme inhibitors, primary screen, biochemical, fluorescence, strain H37Rv. actives 2.3% (n = 360,000). inhibition, % at 1 µM. purified M. tuberculosis FBA, fluorescence read-out. AID 588726, 2011; in the data active = inhibition above about 27%;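 also: 0% = vehicle and 100% = reference inhibitor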
* hit, by the source's call; ? = inconclusive; . = no result given; + = active, no number. Rule as the data show it, unless noted: active = inhibition above about 30%; inactive = the rest.

Each structure is followed by: Rv3671c inh	CCHF vOTU inh	DUSP3 inh	BioA inh	GDH-TPI inh	MazEF act	BoNT F protease	Mtb UGM inh	FadD28 FP inh	FBA Mtb inh
[1] COc1ccc(N2CCN(Cc3nc4c(c(=O)[nH]c(=O)n4C)n3CCCc3ccccc3)CC2)cc1
→ 6	-7	-7	-2.1	12	4	-12	-3.1	-1.8	0
[2] CCS(=O)(=O)N1CCC(C(=O)NCCCN2CCCC2)CC1
→ -1	0	47	0.0	2	1	-4	-1.3	-0.4	5
[3] Cc1ccc(/C=C2/SC(=S)N(C3CCCCC3)C2=O)o1
→ -8	13	-7	-0.2	17	7	26	2.1	1.0	6
[4] CCCOc1c(Cl)cc(/C=N/O)cc1OCC
→ -2	5	-17	2.4	4	8	-12	-4.1	-3.4	-5
[5] C[C@H](NC(=O)OC(C)(C)C)c1nnc(SCC(=O)Nc2cccc(Cl)c2)o1
→ -2	-3	-6	-0.3	-2	3	5	-1.4	-0.9	-2
[6] COc1ccc(N2CCN(C(CNC(=O)C(=O)NCCCn3ccnc3)c3cccnc3)CC2)cc1 (stereo not drawn)
→ 0	5	24	.	-7	3	-2	-0.1	-3.1	-1
[7] CCNC(=O)N(C)c1c(CC)nc2ccc(C(=O)N3CCN(C(C)=O)CC3)cn12
→ .	9	.	-2.1	0	.	1	.	-2.1	-5
[8] O=C(OCc1ccccn1)C1CCN(C(=O)c2ccc(Cl)cc2)CC1
→ 2	6	.	.	-5	6	-7	-1.3	-2.1	-2
[9] COc1ccc(NC(=O)CCN2CCN(S(=O)(=O)c3cc(Cl)ccc3Cl)CC2)cc1
→ 3	17	17	-0.9	14	1	-22	0.7	-1.1	-2
[10] CN(CCc1ccccn1)C(=S)Nc1ccc(Cl)cc1Cl
→ -1	-18	22	1.3	1	12	-4	-1.1	-2.2	-2
[11] O=C(c1cccc(-n2cccc2)c1)N1CCN(S(=O)(=O)c2c(F)cccc2F)CC1
→ -3	6	5	-0.3	-2	2	-5	0.7	-0.9	-3
[12] COc1ccc(C(=O)Nc2ccc(NC(=O)c3ccccc3OC)nc2)cc1
→ -18	18	-3	-2.4	11	-17	12	0.9	-1.5	6
[13] COCCn1c(=NC(=O)/C=C/c2cccs2)sc2cc(NC(C)=O)ccc21
→ -20	-6	8	0.3	31*	12	2	-0.1	-1.8	0
[14] COc1ccc(C2CC(c3ccccc3)=NN2C(=O)COC(=O)c2cc(S(=O)(=O)N3CCOCC3)ccc2Cl)cc1 (stereo not drawn)
→ -20	2	-7	.	14	-1	-4	-1.6	0.6	2
[15] CC(=O)CCc1c(C)[nH]c2ccccc2c1=O
→ 5	1	-1	3.0	8	-8	-10	0.7	1.1	4
[16] CCCNC(=O)c1cc(C2CCCCN2C(=O)CCCc2ccccc2)on1 (stereo not drawn)
→ .	6	.	0.1	0	.	-2	.	-0.9	-1
[17] CC(=O)Nc1ccc(NC(=O)c2ccc(N(C)S(=O)(=O)c3ccc(C)cc3)cc2)cc1
→ -5	5	22	-1.2	0	-6	1	6.1	-2.9	-1
[18] CCCCc1c(C)nc2ccccc2c1SCCC(=O)O
→ 5	11	15	1.8	4	0	5	0.3	-1.1	-3
[19] CC1=CC2OC3CC4OC(=O)C=CC=CC(C(C)O)OCC(O)C5(C)OC5C(=O)OCC2(CC1O)C4(C)C31CO1 (stereo not drawn)
→ .	-1	.	.	12	0	0	.	0.3	5
[20] c1ccc(CCNC2=NCCCS2)cc1
→ 3	1	26	.	-8	-3	0	3.7	-2.7	-3
[21] CCN1C(=O)[C@H]2[C@@H](c3ccc(C)cc3)N3C(=O)N(c4cccc(Cl)c4)C(=O)[C@@]3(CC(C)C)[C@H]2C1=O
→ -20	3	.	0.1	13	-4	3	4.4	-1.3	3
[22] Cc1ccnc(NC(=O)C2CCN(S(=O)(=O)c3ccc4c(c3)CC(C)N4C(=O)C3CCC3)CC2)c1 (stereo not drawn)
→ -10	9	-2	-1.3	1	0	-4	-0.9	-3.4	0
[23] Cn1c(SCC(=O)Nc2ccc(NC(=O)c3cccc(F)c3)cc2)nnc1-c1ccncc1
→ 6	2	-46	-1.1	0	14	6	0.3	-0.3	-2
[24] CCN(CC)c1cccc(OC(=O)c2cccnc2Cl)c1
→ -1	0	8	6.7	-7	-11	0	0.6	-1.3	-2
[25] CCN(c1ccccc1)S(=O)(=O)c1cc(NC(=O)COC(=O)C2CC2)ccc1Cl
→ 2	16	3	.	-1	4	-6	-1.1	-3.0	4
[26] COC(=O)COc1ccc2cc(-c3ccccc3)c(=O)oc2c1
→ 2	-376	18	-0.1	38*	12	-6	-0.8	-1.7	+
[27] Cn1ncc(Cl)c1C(=O)Nc1ccncc1
→ -2	5	3	0.0	4	4	-7	1.6	1.2	4
[28] C=CCn1c(SCn2nnc3ccccc3c2=O)nc2scc(-c3cccs3)c2c1=O
→ 14	-13	-8	.	18	-1	-5	1.7	-2.2	2
[29] CN1CCN(CCOc2cccc(Cl)c2)CC1
→ -4	0	37	1.0	-12	5	8	2.8	-2.8	-11
[30] CCCCC1S/C(=N/N=C/c2ccc(OC)cc2)N(Cc2ccc(OC)cc2)C1=O (stereo not drawn)
→ 3	0	31	-0.3	21	-13	3	-0.4	-1.0	1

Quoted from above, compounds 20–30
Each structure is followed by: Rv3671c inh	CCHF vOTU inh	DUSP3 inh	BioA inh	GDH-TPI inh	MazEF act	BoNT F protease	Mtb UGM inh	FadD28 FP inh	FBA Mtb inh
[20] c1ccc(CCNC2=NCCCS2)cc1
→ 3	1	26	.	-8	-3	0	3.7	-2.7	-3
[21] CCN1C(=O)[C@H]2[C@@H](c3ccc(C)cc3)N3C(=O)N(c4cccc(Cl)c4)C(=O)[C@@]3(CC(C)C)[C@H]2C1=O
→ -20	3	.	0.1	13	-4	3	4.4	-1.3	3
[22] Cc1ccnc(NC(=O)C2CCN(S(=O)(=O)c3ccc4c(c3)CC(C)N4C(=O)C3CCC3)CC2)c1 (stereo not drawn)
→ -10	9	-2	-1.3	1	0	-4	-0.9	-3.4	0
[23] Cn1c(SCC(=O)Nc2ccc(NC(=O)c3cccc(F)c3)cc2)nnc1-c1ccncc1
→ 6	2	-46	-1.1	0	14	6	0.3	-0.3	-2
[24] CCN(CC)c1cccc(OC(=O)c2cccnc2Cl)c1
→ -1	0	8	6.7	-7	-11	0	0.6	-1.3	-2
[25] CCN(c1ccccc1)S(=O)(=O)c1cc(NC(=O)COC(=O)C2CC2)ccc1Cl
→ 2	16	3	.	-1	4	-6	-1.1	-3.0	4
[26] COC(=O)COc1ccc2cc(-c3ccccc3)c(=O)oc2c1
→ 2	-376	18	-0.1	38*	12	-6	-0.8	-1.7	+
[27] Cn1ncc(Cl)c1C(=O)Nc1ccncc1
→ -2	5	3	0.0	4	4	-7	1.6	1.2	4
[28] C=CCn1c(SCn2nnc3ccccc3c2=O)nc2scc(-c3cccs3)c2c1=O
→ 14	-13	-8	.	18	-1	-5	1.7	-2.2	2
[29] CN1CCN(CCOc2cccc(Cl)c2)CC1
→ -4	0	37	1.0	-12	5	8	2.8	-2.8	-11
[30] CCCCC1S/C(=N/N=C/c2ccc(OC)cc2)N(Cc2ccc(OC)cc2)C1=O (stereo not drawn)
→ 3	0	31	-0.3	21	-13	3	-0.4	-1.0	1

The listing continues.
Each structure is followed by: Rv3671c inh	CCHF vOTU inh	DUSP3 inh	BioA inh	GDH-TPI inh	MazEF act	BoNT F protease	Mtb UGM inh	FadD28 FP inh	FBA Mtb inh
[31] COC(=O)c1cccc2c1C(=O)c1cc([N+](=O)[O-])ccc1-2
→ .	-11	.	-0.1	10	5	-3	.	0.2	-1
[32] CC(C)(C)OC(=O)N1CCC[C@H]1c1nnc(SCc2ccccc2F)o1
→ -11	5	25	1.0	0	-3	-4	1.9	-3.0	1
[33] COc1ccc(OCCSc2nnc(-c3ccc(OC)cc3)n2N)cc1
→ -6	8	6	0.4	6	0	2	1.1	-4.6	2
[34] CCOCCCNC(=O)c1ccc(OC2CCN(C(C)=O)CC2)c(OC)c1
→ -4	-8	-4	-2.0	-3	4	-28	-1.3	-1.6	3
[35] Clc1ccc(-c2nc3ccc(Cl)cn3c2CN2CCCCC2)cc1
→ .	16	-1	0.5	-5	0	-1	-0.3	-3.1	0
[36] CC(Oc1ccc(-c2ccccc2)c(F)c1)c1ccn(S(=O)(=O)c2ccc(Br)cc2)n1 (stereo not drawn)
→ -3	0	14	-1.0	2	-1	-9	1.3	-2.3	-1
[37] CCCNC(=O)CS(=O)(=O)Cc1nc(-c2ccccc2C)oc1C
→ 0	-6	24	0.5	-1	4	3	1.4	-0.6	0
[38] O=C(CN1C(=O)c2ccccc2S1(=O)=O)NCc1cccs1
→ -6	10	18	-1.4	-2	5	5	-1.8	-0.6	19
[39] COc1cc(/C=N/NC(=O)c2cccnc2)ccc1OS(=O)(=O)c1cc(C)ccc1C
→ -77	2	-4	.	12	9	-3	-0.3	-25	-1
[40] CC1Cc2cc(S(=O)(=O)NCCC(=O)NCc3ccc(F)cc3)ccc2N1C(=O)C1CC1 (stereo not drawn)
→ -3	7	23	.	-17	-4	-5	0.8	-7.0	-6
[41] CCOc1ccc(OCC)c(S(=O)(=O)NCc2ccccc2)c1
→ -2	4	-6	-1.6	2	6	-28	2.9	0.1	0
[42] CCCOC(=O)c1ccc(NC(=O)c2c(Cl)ccc(Cl)c2OC)cc1
→ -37	9	-2	.	-2	-1	-1	0.8	-4.4	1
[43] COc1cc(NC(=O)COc2cccc3c2OC(C)(C)C3)cc(OC)c1OC
→ 6	5	.	1.5	-3	4	-3	0.7	-0.3	0
[44] Cc1ccc(C)c(NC(=O)CSc2nnc3n2CCCCC3)c1
→ -6	3	3	-1.0	6	-9	0	-1.6	0.5	5
[45] CC(C)N1CC(C(=O)Nc2ccc(Cl)c(Cl)c2)CC1=O (stereo not drawn)
→ -14	-17	35	1.4	11	-23	?	1.1	2.4	6
[46] Cc1ccc(S(=O)(=O)Nc2nc(C)cc(N/N=C/c3ccc(O)cc3)n2)cc1
→ 1	5	48	1.3	31*	0	-1	-1.4	-2.1	-1
[47] CC(C)(C)N(Cc1ccccc1)C(=O)CN1C(=O)c2ccccc2S1(=O)=O
→ 6	-2	.	-0.4	-2	-1	-8	0.2	-3.8	0
[48] CC(=O)N(Cc1cccs1)Cc1cc2ccc(C)c(C)c2nc1Cl
→ -2	8	16	.	5	0	-5	-0.5	-0.2	1
[49] COc1cc(C2C(C(=O)c3ccc(C)o3)=C(O)C(=O)N2Cc2ccccc2)ccc1O (stereo not drawn)
→ 2	18	.	-0.5	7	-7	0	.	0.3	-1
[50] CC(C)[C@H](NC(=O)C1CCN(S(=O)(=O)c2ccc(F)cc2)CC1)C(=O)N1CCCCCC1
→ 5	-9	4	.	12	0	-2	-1.1	-1.0	-2
[51] O=c1[nH]c2c(c3c1CCCC3)CCCC2
→ 3	-19	-1	-1.6	0	4	-3	-1.9	-1.1	2
[52] COc1cc(C(=O)NNC(=O)c2cc(S(=O)(=O)N(C)C)ccc2N2CCCC2)cc(OC)c1OC
→ 9	29	.	-0.7	20	-1	-14	-1.5	-1.9	-2
[53] O=C(NCCCN1CCOCC1)c1ccc2c(c1)N(Cc1ccccc1F)C(=O)c1ccccc1S2=O (stereo not drawn)
→ 5	-9	-31	0.9	9	9	-2	1.4	-0.5	3
